From PubChem BioAssay
RNase H inhibition: RNase H inhibition, HIV 1 Gag Pol polyprotein, FRET biochemical assay, screening (AID 372). inhibition, % at 10 µM, or IC50 in µM where a hit was titrated. HIV-1 RT RNase H, FRET RNA/DNA substrate fluorescence; higher % means a stronger effect. 0.77% of 100,000 active; in the data active = inhibition above about 50%
* marks the source's active call; other numbers are inactive results. The list is partial, so the mix of outcomes need not match the whole.

SMILES | RNase H inhibition
CCN1C(=O)/C(=C\c2cn(-c3ccccc3)nc2-c2ccc(OC)c([N+](=O)[O-])c2)SC1=S | 1.0%
O=C(CN1C(=O)CCC1=O)Nc1cccc2ccccc12 | 13.0%
O=C(/C=C/c1ccc(Cl)cc1)NCCN1CCOCC1 | 2.0%
COc1ccc(-c2cc(=O)oc3c(C)c(OCc4cccc(OC)c4)ccc23)cc1 | 11.0%
COc1cc(C)c(C=C2C(=O)N(C)C(=S)N(C)C2=O)cc1C(C)C | 0.0%
O=C(NCc1ccc(Cl)cc1)c1cccc(Br)c1 | 3.0%
Cc1cc(OCC(=O)O)cc(C)c1Cl | 5.0%
C=CCc1ccc(OCCCCOc2ccc(C)cc2OC)c(OC)c1 | 11.0%
Cc1ccc(N2CC(C(=O)Nc3ccccc3C)CC2=O)cc1 (stereo not given) | 0.0%
O=C(CN1C(=O)c2ccccc2C1=O)N1CCCCCC1 | 9.0%
CCOC(=O)C1=C(C)N=c2s/c(=C\c3ccc(-c4ccc(C)cc4[N+](=O)[O-])o3)c(=O)n2C1c1ccc(Cl)cc1 (stereo not given) | 11.0%
O=C1NC(=S)NC(=O)C1=Cc1ccc(Oc2ccc([N+](=O)[O-])cn2)cc1 | 0.0%
O=[N+]([O-])c1ccc(Nc2nc(OCC(F)(F)C(F)F)nc(OCC(F)(F)C(F)F)n2)cc1 | 7.0%
CN(C)/N=C/c1ccc(-c2ccc(Cl)c(C(=O)O)c2)o1 | 12.0%
Brc1ccc(N=Cc2cccnc2)cc1 | 1.0%
CCOc1ccc(C(=O)NC(=S)Nc2cc(-c3nc4ccc(C)cc4o3)ccc2Cl)cc1 | 29.0%
COc1cc(/C=C2/C(=O)NC(=O)N(c3ccc(C(C)C)cc3)C2=O)cc(Br)c1O | 35.0%
COc1cc(/C=C2\C(=O)NC(=O)N(c3ccc(Br)c(C)c3)C2=O)cc([N+](=O)[O-])c1O | 21.0%
COc1ccc(N(CC(=O)Nc2ccc(C(C)C)cc2)S(C)(=O)=O)cc1OC | 11.0%
O=C(Cc1ccc([N+](=O)[O-])cc1)Nc1ccc(Cl)c(C(F)(F)F)c1 | 0.0%
O=C(Nc1cccc(NC(=O)c2cc3ccccc3oc2=O)c1)c1ccccc1Cl | 25.0%
O=C(CCC(=O)OCC(F)(F)C(F)F)Nc1ccc(Cl)cc1Cl | 3.0%
CCOC(=O)Cn1nc(C(F)(F)F)c(Cl)c1C | 2.0%
CCOC(=O)C(=CNC(CO)C(=O)O)C(=O)OCC (stereo not given) | 0.0%
CCC(=O)Nc1ccc(NC(=O)COc2ccc(I)cc2)cc1 | 5.0%
CCOc1ccc(C(=O)N2CCCCC2)cc1 | 7.0%
Cc1cccc(OCC(=O)Nc2ccc3oc(-c4cc(Cl)ccc4Cl)nc3c2)c1 | 20.0%
CN1C(=O)C(=Cc2ccc(-c3ccc([N+](=O)[O-])cc3)o2)C(=O)N(C)C1=S | 15.0%
COc1ccc(C(=O)NC(=S)Nc2ccc3oc(-c4ccccc4Cl)nc3c2)cc1OC | 14.0%
Nc1ncc(CSc2n[nH]c(-c3ccccc3)n2)s1 | 11.0%
Cc1ccccc1-n1c(=O)c2ccccc2n2c(=O)[nH]nc12 | 9.0%
Cc1ccc(N2CCN(C3=NC(=O)/C(=C\c4ccccc4O)S3)CC2)cc1Cl | 22.0%
COc1cccc2c1NC(c1ccc([N+](=O)[O-])cc1)C1CC=CC21 (stereo not given) | 51.0%*
COc1ccc(C=C2C(=O)NC(=O)NC2=O)cc1I | 5.0%
COc1cc(C)c(/C=C(\C#N)C(=O)NCCc2ccccc2)cc1C(C)C | 15.0%
Cc1ccc(-c2csc(NC(=O)c3ccc([N+](=O)[O-])cc3Cl)n2)c(C)c1 | 12.0%
O=C(Oc1cccc2cccnc12)c1ccc2c(c1)-c1ccccc1C2=O | 29.0%
COc1cc(C)ccc1OCCOCCOc1ccc(C(=O)c2ccccc2)cc1 | 26.0%
Cc1ccc(NC(=O)NC2CCCCC2)cc1Cl | 11.0%
O=C(Nc1ccc(-c2nc3ccccc3o2)c(O)c1)c1ccccc1I | 20.0%
O=C(CSc1nsc(SCC(=O)Nc2nc(-c3ccccc3)cs2)n1)Nc1nc(-c2ccccc2)cs1 | 0.0%
Cc1ccc(S(=O)(=O)Nc2cc(Cl)c(O)c(Sc3nc(C)cc(C)n3)c2)cc1 | 13.0%
NC(CCc1nc2ccccc2[nH]1)C(=O)O (stereo not given) | 10.0%
Cc1ccc2nc(/C(C#N)=C/c3cc([N+](=O)[O-])c(N4CCOCC4)cc3N3CCOCC3)[nH]c2c1 | 14.0%
Nc1c(I)cc(I)c(CCCCCCC(=O)O)c1I | 17.0%
Cn1c2ccccc2c2nnc(SCC(=O)NCc3ccco3)nc21 | 7.0%
CC1(C)O[C@@H]2[C@H](O1)[C@@H](CO)O[C@H]2n1cnc2c(=O)[nH]cnc21 | 0.0%
CC1=C(C(=O)Nc2cc(Cl)ccc2C)C(c2ccc(Cl)cc2Cl)NC(=O)N1 (stereo not given) | 9.0%
COc1ccc(/C=C2\SC(=S)N(Cc3ccco3)C2=O)cc1 | 10.0%
O=C(Nc1ccc(Br)cc1Br)C(c1ccccc1)c1ccccc1 | 13.0%
More compounds follow:
SMILES | RNase H inhibition
Cc1cccc(CN2CCN(C(=O)CC(C)C)CC2)c1 | 3.0%
COc1cccc(NS(=O)(=O)c2ccc(OC)c(OC)c2)c1 | 6.0%
O=C(N/N=C/c1ccc(O)cc1)c1n[nH]c2c1CCC2 | 4.0%
O=c1oc(-c2ccco2)nc2ccc(Cl)cc12 | 0.0%
CC(=O)c1cccc(NC(=O)COc2ccc(Br)cc2C(C)(C)C)c1 | 10.0%
CC(C)Oc1ccc2ccccc2c1/C=C(\C#N)C(=O)Nc1ccccc1 | 17.0%
O=C(Cc1ccccc1)NC(NC(=S)Nc1cc(Cl)ccc1Cl)C(Cl)(Cl)Cl (stereo not given) | 3.0%
O=C(CSc1nc2ccccc2o1)NCc1ccccc1 | 2.0%
c1ccc2c(c1)-c1ccccc1C2(c1ccc(N2N=N2)cc1)c1ccc(N2N=N2)cc1 | 11.0%
CCOc1ccc(C=Nn2c(-c3ccc(C)cc3)n[nH]c2=S)cc1OC | 15.0%
Cc1cc(C)c(N2C(=O)NC(=O)/C(=C\c3ccc(N4CCCC4)cc3)C2=O)c(C)c1 | 29.0%
COc1ccc(OCC(=O)Nc2c(C)cccc2C)cc1 | 4.0%
CCOC(=O)C1=C(C)N=c2s/c(=C\c3cccc([N+](=O)[O-])c3)c(=O)n2C1c1ccc(OC(C)=O)cc1 (stereo not given) | 2.0%
NCC(O)C12CC3CC(CC(C3)C1)C2 (stereo not given) | 10.0%
CCOc1ccc(C(=O)c2cc([N+](=O)[O-])ccc2N2CCCCC2)cc1 | 9.0%
Cc1ccc(C(=O)NC(=S)Nc2cc(Cl)c(Cl)cc2Cl)cc1C | 14.0%
COc1ccc(C2NC(=O)C(=O)/C2=C(/O)c2ccc(Br)cc2)cc1 (stereo not given) | 0.0%
C=CCc1cccc(/C=N/NC(=O)CCC(=O)Nc2ccc(OCC)cc2)c1O | 1.0%
CSc1ccc(/C=C2/NC(=S)NC2=O)cc1 | 26.0%
c1ccc2c(c1)COC(CN1CCCC1)OC2 | 2.0%
COc1ccc(C2CC(=O)C3=C(C2)NC(C)=C(C(=O)OCCc2ccccc2)C3c2cccc(F)c2)cc1 (stereo not given) | 9.0%
O=C(Nc1ccc(N2C(=O)c3cccc4cccc(c34)C2=O)cc1)c1ccc(N2C(=O)c3cccc4cccc(c34)C2=O)cc1 | 9.0%
C=CCn1c(-c2cccc(C)c2)n[nH]c1=S | 3.0%
COC(=O)C1=C(C)N(Cc2ccco2)C(=O)/C1=C\c1ccc(O)cc1 | 8.0%
CCOc1ccc(NS(=O)(=O)c2cccs2)cc1 | 16.0%
CCc1ccccc1N(CC(=O)N(C)Cc1ccccc1)S(=O)(=O)c1ccc(C)cc1 | 9.0%
COC(=O)C1=C(O)/C(=C\c2ccc(OCc3ccccc3)cc2)N=C1C | 15.0%
O=C(COc1ccc([N+](=O)[O-])cc1)Nc1ccc(Oc2ccc(Cl)cc2)cc1 | 9.0%
Cc1ccc(/C(O)=C2/C(=O)C(=O)N(CCCCCC(=O)O)C2c2ccc([N+](=O)[O-])cc2)cc1 (stereo not given) | 0.0%
CC1=C(C(=O)OCc2ccc3c(c2)OCO3)C(c2cccc([N+](=O)[O-])c2)NC(=O)N1 (stereo not given) | 35.0%
O=C(CSc1nc2ccccc2o1)Nc1ccccc1Oc1ccccc1 | 45.0%
CCn1c(-c2ccccc2)csc1=Nc1ccccc1Cl | 26.0%
CC(C)(C)C1CCC(N2CCN(c3cccc(Cl)c3)CC2)CC1 (stereo not given) | 5.0%
COc1cc(C=NN2CCN(c3ccc(Cl)cc3)CC2)cc(OC)c1OC(C)=O | 19.0%
CC(C)N1CN=C2SC(CO)(CO)C(=O)N2C1 | 5.0%
CCc1ccc(O)c(N=Cc2cc(Br)cc(OC)c2O)c1 | 1.0%
O=C(Nc1cccc(-c2cn3ccccc3n2)c1)c1ccc([N+](=O)[O-])cc1 | 9.0%
COc1ccc(CCNC(=O)c2ccc(CN(c3ccccc3)S(C)(=O)=O)cc2)cc1OC | 8.0%
O=C(NC(=S)Nc1cccc(-c2nc3ccccc3s2)c1)c1cccc(Br)c1 | 20.0%
CCOC(=O)C1=C(C)N=c2s/c(=C\c3cc(Br)cc(OC)c3O)c(=O)n2C1c1ccc(Cl)cc1 (stereo not given) | 21.0%
CC1(C)CC(=O)C(C2(O)C(=O)Nc3ccccc32)CO1 (stereo not given) | 7.0%
COc1ccc(N(CC(=O)N2CCOCC2)S(=O)(=O)c2ccc(C)cc2)cc1 | 0.0%
CCOC(=O)/C(N=Nc1ccccc1Cl)=C(/O)CSC#N | 10.0%
O=C(/C=C/c1ccccc1)c1ccc2c(c1)OCCCCO2 | 11.0%
CCCCN(CC(O)COc1cccc(OC)c1)S(=O)(=O)O (stereo not given) | 0.0%
CCCOc1ccc(/C=C2/C(=O)NC(=O)N2C(C)=O)cc1OC | 0.0%
CN(C(=O)Cc1ccccc1)c1ccccc1 | 5.0%
COc1cccc(CN2CCN(C3CCCCC3C)CC2)c1OC (stereo not given) | 13.0%
Cc1cccc(NCN2C(=O)S/C(=C/c3ccccc3Cl)C2=O)c1 | 20.0%
C/C(=N/NC(=O)c1cccc(Br)c1)c1ccco1 | 0.0%
Following part:
SMILES | RNase H inhibition
C=CCSc1nc(O)c(CC)c(=O)n1C(C)CC (stereo not given) | 5.0%
Cc1ccc(C2=NN(C(=N)SC3CC(=O)N(c4ccc(F)cc4)C3=O)C(c3ccc(Cl)cc3)C2)cc1 (stereo not given) | 5.0%
COC(=O)C1=NN(C(=O)c2cccc(OC)c2)C(O)(c2ccc(Cl)cc2)C1 (stereo not given) | 9.0%
C=CCN1C(=O)/C(=C\c2ccccc2C)C(=O)NC1=S | 6.0%
COc1ccc(CCNC(=O)CN(c2cc(Cl)cc(Cl)c2)S(=O)(=O)c2ccccc2)cc1 | 18.0%
CCc1ccccc1NC(=O)CN(c1cccc(C(F)(F)F)c1)S(=O)(=O)c1ccccc1 | 6.0%
COc1ccc(S(=O)(=O)N(C)Cc2ccccc2)cc1Br | 0.0%
COc1ccc(C2=NN(c3cccc(C(F)(F)F)c3)C(c3ccc(F)cc3)C2)cc1 (stereo not given) | 3.0%
O=C(NCc1ccccc1)c1cccc(F)c1 | 0.0%
CCc1ccc(N2NC(=O)/C(=C/c3ccc(-c4ccccc4)o3)C2=O)cc1 | 24.0%
O=C1CSC(=O)N1CCN1C(=O)S/C(=C\c2ccc(Br)cc2)C1=O | 14.0%
O=C(Nc1c(-c2ccccc2)c2cc(Br)ccc2[nH]c1=O)c1cccc(Cl)c1 | 23.0%
COc1ccc(Cl)cc1N(CC(=O)NCCSc1ccccn1)S(=O)(=O)c1ccccc1 | 5.0%
N#CC1=C(N)OC2=C(C(=O)CCC2)C1Cc1ccccc1 (stereo not given) | 9.0%
Cc1ccc(C)c(NCN2C(=O)S/C(=C/c3cccc(Br)c3)C2=O)c1 | 0.0%
CCC(C)c1ccccc1OCC(=O)Nc1nccs1 (stereo not given) | 24.0%
O=C(N/N=C/c1ccc(Br)s1)c1cccc(Cl)c1 | 11.0%
COc1ccc(CNCc2cccc([N+](=O)[O-])c2)cc1 | 5.0%
O=C(Nc1nnc(CCS(=O)(=O)c2ccc(Br)cc2)s1)c1ccccc1 | 9.0%
Cc1ccc(Sc2ccc(/C=N/n3cnnc3)o2)cc1 | 17.0%
C=C(Br)Cn1c(CCC)nc2ccccc21 | 11.0%
CS(=O)(=O)NCCNc1ccc([N+](=O)[O-])cc1Cl | 0.0%

Of the compounds above, these have four or more nitrogen atoms:
SMILES | RNase H inhibition
CCN1C(=O)/C(=C\c2cn(-c3ccccc3)nc2-c2ccc(OC)c([N+](=O)[O-])c2)SC1=S | 1.0%
O=C1NC(=S)NC(=O)C1=Cc1ccc(Oc2ccc([N+](=O)[O-])cn2)cc1 | 0.0%
O=[N+]([O-])c1ccc(Nc2nc(OCC(F)(F)C(F)F)nc(OCC(F)(F)C(F)F)n2)cc1 | 7.0%
Nc1ncc(CSc2n[nH]c(-c3ccccc3)n2)s1 | 11.0%
Cc1ccccc1-n1c(=O)c2ccccc2n2c(=O)[nH]nc12 | 9.0%
O=C(CSc1nsc(SCC(=O)Nc2nc(-c3ccccc3)cs2)n1)Nc1nc(-c2ccccc2)cs1 | 0.0%
Cc1ccc2nc(/C(C#N)=C/c3cc([N+](=O)[O-])c(N4CCOCC4)cc3N3CCOCC3)[nH]c2c1 | 14.0%
Cn1c2ccccc2c2nnc(SCC(=O)NCc3ccco3)nc21 | 7.0%
CC1(C)O[C@@H]2[C@H](O1)[C@@H](CO)O[C@H]2n1cnc2c(=O)[nH]cnc21 | 0.0%
O=C(N/N=C/c1ccc(O)cc1)c1n[nH]c2c1CCC2 | 4.0%
c1ccc2c(c1)-c1ccccc1C2(c1ccc(N2N=N2)cc1)c1ccc(N2N=N2)cc1 | 11.0%
CCOc1ccc(C=Nn2c(-c3ccc(C)cc3)n[nH]c2=S)cc1OC | 15.0%
O=C(Nc1cccc(-c2cn3ccccc3n2)c1)c1ccc([N+](=O)[O-])cc1 | 9.0%
Cc1ccc(C2=NN(C(=N)SC3CC(=O)N(c4ccc(F)cc4)C3=O)C(c3ccc(Cl)cc3)C2)cc1 (stereo not given) | 5.0%
Cc1ccc(Sc2ccc(/C=N/n3cnnc3)o2)cc1 | 17.0%
